Screens from PubChem.
DAGLB inh: DAGLB lipase inhibitors, primary screen, biochemical, fluorescence, HTS | HEK293T DAGLB membrane lysate, EnzChek fluorogenic substrate | inhibition, % at 5.17 µM | actives 0.059% (n = 340,000); in the data active = inhibition above about 34%;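 also: 0% = enzyme with vehicle and 100% = wells lacking enzyme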
HTR5A inv ctr: HTR5A inverse agonists in luminescence cell assay, primary screen, counter-screen for OPRM1-OPRD1 heterodimer inverse agonist project, full-deck HTS. 5-hydroxytryptamine receptor 5A (Homo sapiens), P47898. HTR5A cell line, inverse agonism. inhibition, % at 9.3 µM. actives 0.083% (n = 340,000); in the data active = inhibition mostly above about 23%, no sharp cut-off; inactive = mostly below about 18%;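 also: 0% = cells with DMSO and 100% = no-cell wells with DMSO; some compounds called inactive have numbers as strong as hits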
Target sequence (P47898 whole entry, looked up): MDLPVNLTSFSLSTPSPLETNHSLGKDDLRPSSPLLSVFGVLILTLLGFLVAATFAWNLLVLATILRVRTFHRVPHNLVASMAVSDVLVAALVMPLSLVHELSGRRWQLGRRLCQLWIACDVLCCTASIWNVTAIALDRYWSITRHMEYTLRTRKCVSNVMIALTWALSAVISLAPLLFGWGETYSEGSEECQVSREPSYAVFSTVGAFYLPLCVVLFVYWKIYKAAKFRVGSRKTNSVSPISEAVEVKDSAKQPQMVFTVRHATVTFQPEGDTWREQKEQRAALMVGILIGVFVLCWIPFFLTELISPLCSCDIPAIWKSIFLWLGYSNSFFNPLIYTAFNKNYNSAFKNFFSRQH
Arrestin-AP2 inh: inhibitors of beta-arrestin/AP2 binding, primary screen, biochemical, GPCR trafficking, flow cytometry; beta-arrestin 1 C-terminal peptide binding to AP2 beta2-adaptin appendage (human); FITC-arrestin peptide / GST-AP2 beads; AP2 beta2 appendage carries R879A mutation; inhibition, % at 10 µM; actives 0.31% (n = 340,000); AID 504490, 2011;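 active = inhibition above a set limit, near 3 SD of compounds lacking own fluorescence, cut at about 54% in these data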;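 also: plate controls were DMSO wells for no effect and 5 µM unlabelled arrestin peptide for full effect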
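test system = AP2 appendage R879A on GSH beads | buffer or medium = PBS plus Tween 20 (0.05%) and BSA (0.1%) | incubation = 12 min plus 1 h, RT | detection = bead flow cytometry, FITC channel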
OPRM1-OPRD1 ag: agonists of OPRM1-OPRD1 heterodimerization, primary screen, cell-based, luminescence; Mu-type opioid receptor (Homo sapiens) + Delta-type opioid receptor (Homo sapiens), …; cells; activation, % at 9.3 µM; actives 0.3% (n = 340,000); AID 504326, 2011; in the data active = activation above about 18%;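 also: 0% = vehicle-treated cells and 100% = reference agonist; values of inactives mirror those of a sister screen read the other way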
PKA-R2B act: activators of PKA-R2B holoenzyme, primary screen, biochemical, fluorescence polarization, Cy5-IP20, human; PKA-R2B holoenzyme dissociation; R2B truncated from residue 108, S112A mutant; 0% DMSO only, 100% 113 µM cGMP; actives 0.079% (n = 340,000); activation, % at 11.4 µM; AID 504700, 2011;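 active = activation above a cutoff set at the mean over all compounds plus 3 SD, cut at about 18% in these data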;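 also: higher means more holoenzyme dissociation and a rise in polarization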
Target sequence (P31323 whole entry, looked up, other chains not shown, the tested form may be a part): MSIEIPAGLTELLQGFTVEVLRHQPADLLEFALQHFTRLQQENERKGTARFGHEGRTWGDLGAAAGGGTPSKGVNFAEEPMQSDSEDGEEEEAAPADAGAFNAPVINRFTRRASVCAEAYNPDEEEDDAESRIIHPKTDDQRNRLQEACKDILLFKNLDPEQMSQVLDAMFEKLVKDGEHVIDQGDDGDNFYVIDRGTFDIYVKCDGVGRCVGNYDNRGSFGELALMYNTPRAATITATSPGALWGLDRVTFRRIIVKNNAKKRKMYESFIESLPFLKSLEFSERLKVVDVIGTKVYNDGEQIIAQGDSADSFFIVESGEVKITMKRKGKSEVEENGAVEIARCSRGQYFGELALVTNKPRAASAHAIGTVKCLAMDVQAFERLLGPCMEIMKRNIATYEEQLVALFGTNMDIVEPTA
DSG3 Ab inh: inhibitors of pemphigus antibody binding to DSG3, primary screen, biochemical, bead-based, flow cytometry, scFv-GFP; binding (percent of control), % at 10 µM; Desmoglein-3 (Homo sapiens), P32926; actives 0.48% (n = 310,000); DSG3-coupled beads, scFv-anti-DSG3-GFP binding; stronger effect = lower value;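 active = binding more than 3 SD below its plate's average and above zero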;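 also: hits lower antibody fragment binding to DSG3; some compounds called inactive have numbers as strong as hits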
OPRM1-OPRD1 inv: inverse agonists of MOR-DOR heterodimerization, primary screen, cell-based, luminescence. Mu-type opioid receptor (Homo sapiens) + Delta-type opioid receptor (Homo sapiens), …. cell-based MOR-DOR heterodimer luminescence, inverse agonism. inhibition, % at 9.3 µM. actives 0.21% (n = 340,000). AID 504357, 2011; in the data active = inhibition above about 22%, passing the limit was not always enough;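 also: 0% = cells with DMSO and 100% = wells without cells with DMSO; values of inactives mirror those of a sister screen read the other way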
HTR5A ag ctr: HTR5A agonists in luminescence cell assay, primary screen, counter-screen for OPRM1-OPRD1 heterodimer agonist project, full-deck HTS; actives 0.61% (n = 340,000); AID 504692, 2011; cell-based; 5-hydroxytryptamine receptor 5A (Homo sapiens), P47898; activation, % at 9.3 µM; in the data active = activation mostly above about 9.5%, no sharp cut-off; inactive = mostly below about 7.6%;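 also: 0% = cells with vehicle only and 100% = reference agonist; strong numbers were not always called active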
PKA-R1A act: activators of PKA-R1A holoenzyme, primary screen, biochemical, fluorescence polarization, Cy5-IP20, bovine R1A, mouse PKAc | activation, % at 11.4 µM | actives 0.083% (n = 340,000) | PKA-R1A dissociation; scaled: DMSO 0%, 113 µM cGMP 100% | cAMP-dependent protein kinase type I-alpha regulatory subunit (Bos taurus) + …;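 active = percent activation above the mean of all tested compounds plus 3 SD, cut at about 19% in these data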;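 also: higher means more PKAc released from R1A so a rise in polarization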
V-ATPase pH: regulators of yeast V-ATPase proton pumping, primary screen, pHLuorin cytosolic pH fluorescence; S. cerevisiae; response, % at 10 µM; actives 0.37% (n = 350,000); in the data active = response mostly above about 7.3%, no sharp cut-off; inactive = mostly below about 5.4%; also: actives read high; inactives centre near 0; some compounds called inactive have numbers as strong as hits; reference of the scale not given here
Active calls of the source: *; · = not tested or not shown.

(1) Cc1cccc(NC(=O)c2cc3c([nH]c4ccccc43)c(C)n2)c1C
(2) COc1ccc(OC)c(NC(=S)NCc2ccco2)c1
(3) Cc1cccc(C)c1NC(=O)N1CCN(c2nc3ccccc3s2)CC1
(4) CC1=CC(C)(C)N2C(=O)C3(NCCc4c3[nH]c3ccccc43)c3cccc1c32 (configuration not stated)
(5) CCCc1c(C(=O)N/N=C/c2ccccc2OCc2ccc(F)cc2)nnn1-c1nonc1N
(6) CCOC(=O)c1ccc(S(=O)(=O)N2CCN(c3ccccn3)CC2)cc1
(7) CC(C)CC(=O)N1CCN(c2ccc(NC(=O)c3ccco3)cc2)CC1
(8) CC(=O)N1CCN(C2=NC(=O)C(=C3CCCCC3)S2)CC1
(9) CC1=C(C)CC(C(=O)NCCCN2CCCC2=O)C(C(=O)O)C1 (configuration not stated)
(10) O=C(COc1ccccc1Cl)Nc1ccc2c(c1)OCCO2
Assay by compound	1	2	3	4	5	6	7	8	9	10
DAGLB inh	-2	-4	1	2	0	-3	3	2	-2	-15
HTR5A inv ctr	-5	-21	-14	-5	-22	12	-9	-5	-1	-5
Arrestin-AP2 inh	-7	6	2	-13	-20	-4	20	2	22	-10
OPRM1-OPRD1 ag	-1.0	-1.4	0.0	1.4	-0.4	1.9	-2.3	-2.3	-2.1	-0.6
PKA-R2B act	6	-3	9	2	-4	-1	7	1	2	0
DSG3 Ab inh	103	80	100	115	·	·	113	·	·	103
OPRM1-OPRD1 inv	6	7	0	-7	2	-12	12	9	12	3
HTR5A ag ctr	2	3	5	2	0	-8	-1	2	0	1
PKA-R1A act	1	10	4	-2	2	-6	0	4	-10	-1
V-ATPase pH	4	1	-1	-4	-1	-2	-2	-2	-3	0

(11) O=C(NCCC1CCCCN1S(=O)(=O)c1cccs1)C(=O)NCc1ccccc1 (configuration not stated)
(12) O=C(CSc1ccc([N+](=O)[O-])cc1)Nc1ccccc1N1CCOCC1
(13) CCNC(=S)NNC(=O)c1ccccc1Cl
(14) Cc1ccc2[nH]c(=O)c(CNC(C)(C)C)cc2c1
(15) CCn1c(SCC(=O)Nc2nc3c(s2)CCCC3)nnc1-c1ccccc1
(16) CCOC(=O)Cc1csc(NC(=S)NC(=O)c2ccc(Cl)cc2)n1
(17) Cc1cc(C)c(S(=O)(=O)N2C=CC(C(F)(F)F)=NCC2)c(C)c1
(18) Cc1onc(-c2ccccc2)c1C(=O)OCC(=O)Nc1ccc(Cl)cc1
(19) COc1cc(CNCc2ccc(OC)c(OC)c2OC)cc(OC)c1
(20) CCc1ccc(NC(=O)C(C)OC(=O)Cc2cc(OC)c(OC)c(OC)c2)cc1 (configuration not stated)
Assay by compound	11	12	13	14	15	16	17	18	19	20
DAGLB inh	-4	-4	-4	4	0	-10	-2	-6	0	0
HTR5A inv ctr	-1	6	23	-22	-28	4	-13	-16	5	4
Arrestin-AP2 inh	9	12	-1	0	4	-1	17	13	-1	8
OPRM1-OPRD1 ag	-2.1	-0.3	-0.5	-0.6	-1.5	-0.9	0.2	9.7	-2.0	0.1
PKA-R2B act	3	-7	0	3	-14	4	-3	0	-6	-5
DSG3 Ab inh	108	113	93	110	96	106	100	104	118	·
OPRM1-OPRD1 inv	12	1	3	3	8	5	-1	-51	11	0
HTR5A ag ctr	0	5	4	8	-1	-2	9	4	1	-1
PKA-R1A act	-2	-9	-8	-1	-7	-8	1	-19	-3	-3
V-ATPase pH	1	0	3	-4	3	-7	5	-3	12*	2

Four of the entries above in order of the DSG3 Ab inh value, rising:
#	Compound	DSG3 Ab inh
18	Cc1onc(-c2ccccc2)c1C(=O)OCC(=O)Nc1ccc(Cl)cc1	104
11	O=C(NCCC1CCCCN1S(=O)(=O)c1cccs1)C(=O)NCc1ccccc1 (configuration not stated)	108
12	O=C(CSc1ccc([N+](=O)[O-])cc1)Nc1ccccc1N1CCOCC1	113
19	COc1cc(CNCc2ccc(OC)c(OC)c2OC)cc(OC)c1	118

(more compounds)
(21) O=C(O)CCC(=O)N1CCc2cc(S(=O)(=O)NCc3ccc(Cl)cc3)ccc21
(22) O=[N+]([O-])c1ccccc1S(=O)(=O)NCCc1ccncc1
(23) CC(C)Oc1ccc(CN2CCC(n3nccc3NC(=O)c3cccnc3)CC2)cc1
(24) CCOC(=O)c1c(NC(=O)C(=O)N/N=C/c2ccccc2O)sc2c1CCCCC2
(25) CC1CCCN(C(=O)CN2C(=O)NC3(CCCCC3C)C2=O)C1 (configuration not stated)
(26) Nc1nc(SC23CC4CC(CC(C4)C2)C3)ns1
(27) O=C(COC(=O)COc1ccc(Cl)cc1Br)NC1CCCC1
(28) OCCC1CN(Cc2ccc3c(c2)CCO3)CCN1Cc1ccc(F)cc1 (configuration not stated)
(29) COc1ccc(S(=O)(=O)N2CCN(Cc3cccc(OC)c3)CC2)cc1
(30) CCc1ccc(CNc2ccc3c(c2)ncn3C)cc1
Assay by compound	21	22	23	24	25	26	27	28	29	30
DAGLB inh	-1	2	1	1	-2	1	-6	-1	-3	4
HTR5A inv ctr	11	-3	10	10	-12	-28	·	22	-4	-5
Arrestin-AP2 inh	-4	-5	-5	30	-35	-4	·	19	7	19
OPRM1-OPRD1 ag	-2.5	0.1	-3.3	-2.4	-1.5	-3.0	·	1.4	-2.1	-3.2
PKA-R2B act	-3	-2	-8	-7	-4	-6	2	-3	-10	0
DSG3 Ab inh	105	100	95	110	111	102	105	106	123	·
OPRM1-OPRD1 inv	13	-1	17	13	8	16	·	-10	10	17
HTR5A ag ctr	-3	0	-3	-2	5	9	·	-1	1	-3
PKA-R1A act	2	-12	9	2	8	-1	9	-3	-3	4
V-ATPase pH	-3	-1	1	-4	-3	-1	-1	3	-1	0

Single records (already shown). Values in the order: DAGLB inh, HTR5A inv ctr, Arrestin-AP2 inh, OPRM1-OPRD1 ag, PKA-R2B act, DSG3 Ab inh, OPRM1-OPRD1 inv, HTR5A ag ctr, PKA-R1A act, V-ATPase pH
`O=C(O)CCC(=O)N1CCc2cc(S(=O)(=O)NCc3ccc(Cl)cc3)ccc21` is entered as -1, 11, -4, -2.5, -3, 105, 13, -3, 2, -3
`OCCC1CN(Cc2ccc3c(c2)CCO3)CCN1Cc1ccc(F)cc1` (configuration not stated) is entered as -1, 22, 19, 1.4, -3, 106, -10, -1, -3, 3

V-ATPase pH, hit marks shown above.
item | structure | DAGLB inh | Arrestin-AP2 inh | OPRM1-OPRD1 ag | PKA-R2B act | DSG3 Ab inh | OPRM1-OPRD1 inv | PKA-R1A act | V-ATPase pH
19 | COc1cc(CNCc2ccc(OC)c(OC)c2OC)cc(OC)c1 | 0 | -1 | -2.0 | -6 | 118 | 11 | -3 | 12*

Following part
(31) CCCc1nc2c(C)ccc(C)c2c(N)c1CC
(32) CN(CC(=O)Nc1ccc(F)c(F)c1F)C(=O)C1CCN(C(=O)Nc2ccccc2)CC1
(33) Cc1ccc(S(=O)(=O)N2CCCCC2)cc1NC(=O)c1cc(=O)[nH]c2ccccc12
(34) CCNc1nc(SCC(N)=O)nc2sc3c(c12)CCN(C)C3
(35) Nc1c(-c2ccccc2)cnn1-c1ccc(C(=O)O)cc1
(36) O=C(NC1CCCCC1)c1cccnc1Sc1ccccc1Cl
(37) CCOc1ccc(Oc2cc(N)cc([N+](=O)[O-])c2)cc1
(38) C[C@@H]1CCCCO[C@H](CN(C)C(=O)c2ccccc2)[C@@H](C)CN([C@H](C)CO)C(=O)c2cc(NC(=O)c3ccncc3)ccc2O1
(39) Cc1nnc(NC(=O)CSc2nnc(C(C)NC(=O)c3ccccc3F)n2C)s1 (configuration not stated)
(40) Cc1noc(C)c1CS(=O)(=O)c1ccc(Br)cc1
Assay by compound	31	32	33	34	35	36	37	38	39	40
DAGLB inh	0	-1	1	-3	4	1	5	-1	-2	-4
HTR5A inv ctr	-6	1	-7	-10	-8	-24	-7	·	-38	-12
Arrestin-AP2 inh	0	23	67*	-15	10	-2	3	·	-2	-6
OPRM1-OPRD1 ag	-1.7	-0.3	-1.8	-3.9	1.4	-2.2	7.8	·	-1.3	-1.5
PKA-R2B act	-10	-1	4	-11	-3	-1	-2	-1	-3	-3
DSG3 Ab inh	98	95	·	105	97	90	103	·	116	120
OPRM1-OPRD1 inv	10	2	7	19	-7	14	-53	·	7	9
HTR5A ag ctr	6	-2	3	3	-5	9	-8	·	6	-5
PKA-R1A act	1	-5	-15	13	-13	-1	-4	-8	5	2
V-ATPase pH	0	-4	-5	0	10	1	4	1	2	-1

(41) C=CCn1c(SCC(=O)c2ccc(O)c(O)c2)nnc1-c1ccc(C)cc1
(42) Cc1cccc(N(CC(=O)NC2CCCC2)C(=O)CCCC(=O)Nc2ccccn2)c1
(43) Cc1ccccc1-c1nc(C(=O)NCC2CCCO2)cc2c1[nH]c1ccccc12 (configuration not stated)
(44) Cc1c(O)c2ccccc2n(-c2ccccc2)c1=O
(45) Cc1noc(C)c1CSCC(=O)N(C)CC(=O)Nc1cccc(F)c1
(46) COc1ccccc1Nc1nc(NCC2CCCO2)c2ccccc2n1 (configuration not stated)
(47) CC1(C)NC(=O)N(c2ccccc2Cl)C1(C)NO (configuration not stated)
(48) CCOc1ccc(CCNC(=O)COC(=O)Cn2nc(C)c([N+](=O)[O-])c2C)cc1OCC
(49) Cc1ccc2nc(NC(=O)C3=NN(c4ccccc4)C(=O)CC3)sc2c1
(50) CCCCn1c(SCC(=O)OCC)nc2c(sc(=S)n2-c2ccccc2OC)c1=O
(51) CCN(CC(N)=O)S(=O)(=O)c1ccc(F)cc1
(52) Cc1cccc(NC(=O)CCc2nnc3ccc(N4CCC(C)CC4)nn23)n1
Assay by compound	41	42	43	44	45	46	47	48	49	50	51	52
DAGLB inh	23	-1	-7	-1	0	1	3	-1	-5	-8	0	-2
HTR5A inv ctr	3	2	-2	3	4	-22	-16	13	18	0	14	3
Arrestin-AP2 inh	3	-4	1	0	4	-13	-11	6	2	42	8	-4
OPRM1-OPRD1 ag	-1.7	-1.9	-1.7	-2.5	-0.8	1.4	-1.9	-4.9	0.0	-1.8	-0.5	-2.5
PKA-R2B act	-8	4	3	13	-15	5	6	6	-1	-2	3	-8
DSG3 Ab inh	103	108	·	·	·	95	103	104	106	90	104	101
OPRM1-OPRD1 inv	9	10	9	13	4	-7	11	25	0	8	3	13
HTR5A ag ctr	-4	-8	3	-1	-1	-3	-4	-5	1	0	6	2
PKA-R1A act	-2	-5	-1	5	5	-1	-4	2	0	1	8	-7
V-ATPase pH	2	1	-1	1	-4	-2	0	-2	-1	1	3	0
